# AID2073: inhibitors of Mint1-CaV2.2 protein interaction, biochemical, HTRF (AID 2073); Voltage-dependent N-type calcium channel subunit alpha-1B (Homo sapiens); 290,000 tested, 0.19% active; HTRF protein-protein interaction, Mint1-CaV2.2; higher % means a stronger effect; inhibition, % at 20 µM, or IC50 in µM where a hit was titrated; in the data active means inhibition mostly above about 51%, no sharp cut-off; inconclusive means no clear call, values can overlap the other calls; inactive means mostly below about 53%; further: some results filed as inactive read as strong as hits
# P. falciparum M17LAP: P. falciparum M17LAP inhibitors, primary screen, biochemical, fluorogenic H-Leu-NHMec substrate, 1536-well (AID 1619). Leucine aminopeptidase (Plasmodium falciparum (isolate 3D7)). recombinant M17LAP, H-Leu-NHMec fluorogenic kinetic assay; higher % means a stronger effect. one-dose inhibition, % at 30 µM; IC50 in µM for titrated hits. 220,000 tested, 0.38% active;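 active means compound inhibiting the enzyme by more than half at any dose during confirmatory dose-response retesting; inconclusive means strong single-dose inhibitors picked by rank but not retested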;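 further: plate controls were full reaction with DMSO carrier for no effect and no enzyme background for full effect; strong numbers were not always called active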
# XIAP displacement: XIAP antagonists, biochemical, IAP family, fluorescence polarization (AID 1018); 200,000 tested, 0.007% active; one-dose displacement, % at 20 µM; IC50 in µM for titrated hits; XIAP BIR domain, fluorescence polarization peptide displacement; higher % means a stronger effect; E3 ubiquitin-protein ligase XIAP (Homo sapiens); in the data active means displacement above about 50%; further: a part of the inactive calls stands beside numbers as strong as those of hits
# LYP phosphatase: inhibitors of LYP phosphatase, biochemical, fluorescence intensity, uHTS (AID 1779); Tyrosine-protein phosphatase non-receptor type 22 (Homo sapiens); recombinant LYP phosphatase, fluorescence intensity; higher % means a stronger effect; inhibition, % at 11.5 µM, or IC50 in µM where a hit was titrated; 290,000 tested, 0.054% active;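 further: plate controls were vehicle with enzyme for no effect and no enzyme for full effect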
# Hep lipid drop: inhibitors of hepatocyte lipid droplet formation, primary screen, imaging, high-throughput imaging, BODIPY stain; AML12 mouse hepatocytes, oleate lipid droplets; inhibition, % at 6.5 µM; 240,000 tested, 0.4% active; AID 1656, 2009;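 active means lipid droplet intensity inhibited by at least 50%, with more than 500 cells counted; inconclusive means wells with under 300 cells, treated as cytotoxic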
#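 Test system: AML12 hepatocytes (mouse); reagent: oleate loading, 100 µM; dosing: one dose, 6.5 µM compound; incubation: overnight exposure; signal: fluorescence imaging, 20x objective, two fields per well; read-out basis: % inhibition of corrected integrated BODIPY droplet signal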
# SIAH1 antagonists: Siah-1 peptide-binding antagonists, primary screen, biochemical, fluorescence polarization, rhodamine-plectin, uHTS (AID 1817) | E3 ubiquitin-protein ligase SIAH1 (Homo sapiens) | Siah-1 / rhodamine-plectin peptide fluorescence polarization; higher % means a stronger effect | one-dose displacement, % at 20 µM; IC50 in µM for titrated hits | 290,000 tested, 0.02% active;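 active means displacement of at least 50% at 20 µM, with a fluorescence ratio check between 0.3 and a set limit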;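 further: plate controls were Siah plus tracer with DMSO for no effect and tracer alone without Siah for full effect; strong numbers were not always called active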
# CSM14.1 death rescue: rescue of cells from ER stress-induced death, primary screen, 384-well, CSM14.1, thapsigargin, ATP luminescence (AID 1222). CSM14.1 thapsigargin-induced death rescue, ATP luminescence; higher % means a stronger effect. cellular ATP content (survival), % at 20 µM, or EC50 in µM where a hit was titrated. 190,000 tested, under 10 active;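 active means EC50 below 50 µM in the dose-response confirmation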;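 further: death triggered by thapsigargin at about 15 µM added after 2 h compound pretreatment; cell ATP read after overnight thapsigargin exposure of roughly 18 to 22 hours; normalized against plate controls of thapsigargin alone and 5% DMSO vehicle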
# P. falciparum M1AAP: P. falciparum M1AAP inhibitors, biochemical, fluorogenic H-Leu-NHMec substrate, 1536-well (AID 1445); 220,000 tested, 0.42% active; recombinant M1AAP, H-Leu-NHMec fluorogenic kinetic assay; higher % means a stronger effect; Aminopeptidase N (Plasmodium falciparum (isolate 3D7)); inhibition, % at 30 µM, or IC50 in µM where a hit was titrated;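 active means primary inhibition above the hit cutoff, then over 50% inhibition at one or more dose response concentrations, cut at about 23% in these data, passing the limit was not always enough; inconclusive means conflicting primary data, or primary hits not chosen for dose response; inactive means low primary inhibition, or under 50% at every dose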;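 further: plate controls were DMSO full reaction for no effect and no enzyme background for full effect; strong numbers were not always called active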
# NOD2 inhibition: NOD2 signaling inhibitors, cell-based, luminescence, uHTS, HEK293 (AID 1566) | HEK293 NOD2/NF-kB luciferase reporter, luminescence; higher % means a stronger effect | inhibition, % at 4 µM; hits with a dose series show EC50 in µM | 290,000 tested, 0.63% active; further: many of its hits are not listed in these tables
# Hep lipid drop cells 6.5 µM: second read-out of Hep lipid drop, no call of its own (marks repeat the call); cell count; measured here: cell count, cytotoxicity flag;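 cells counted across two imaged fields per well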
# Active calls of the source: *; u = inconclusive; x = not tested or not shown. Unless noted, no stated cut-off is given here; in the data, active means inhibition above about 50%; inactive means the rest. These rows are one share of the data; the hit share may differ from the screen's.
item	mol	CSM14.1 death rescue	AID2073	Hep lipid drop cells 6.5 µM	LYP phosphatase	P. falciparum M17LAP	SIAH1 antagonists	XIAP displacement	P. falciparum M1AAP	NOD2 inhibition	Hep lipid drop
1	CCN(CC)S(=O)(=O)c1cc(NC(=O)C(C)OC(=O)c2[nH]c(C)c(C(C)=O)c2C)ccc1C (stereo unspecified)	-0.8%	-12%	544*	3%	-8%	0%	-12%	1%	18%	128*
2	O=C(Nc1ccc(NC(=O)C2CCCN2C(=O)OCc2ccccc2)cc1)c1ccco1 (stereo unspecified)	x	0%	524	-4%	3%	-3%	-7.4%	3%	-2%	-8
3	COC(=O)Cc1c(C)c2ccc(OCC(=O)NC3CCS(=O)(=O)C3)cc2oc1=O (stereo unspecified)	x	14%	704	-12%	x	32%	x	x	28%	-6
4	Cc1cccc(C(=O)N2CCCC(N3CCN(Cc4ccc5c(c4)OCO5)CC3)C2)n1 (stereo unspecified)	x	10%	858	-6%	x	1%	x	x	13%	2
5	O=C(CCS(=O)(=O)c1ccc2c(c1)NC(=O)CS2)NCc1ccccc1Cl	x	3%	723	-12%	x	-1%	x	x	22%	21
6	CS(=O)(=O)Nc1nnc(Cc2ccccc2)s1	1.4%	-7%	744	-7%	10%	4%	-15%	3%	15%	20
7	CCC(C)C(=O)Nc1nnc(SCC(=O)NC(C)(C)C)s1 (stereo unspecified)	-0.3%	-6%	670	-8%	-5%	-4%	-5.9%	2%	17%	1
8	C/C(CCN1CCCCc2nc(C)c(C)cc21)=N\O[C@H](C)c1cn([C@H](CO)Cc2ccccc2)nn1	0.9%	-8%	736	-3%	0%	-2%	-16%	0%	12%	-33
9	Cc1ccc(S(=O)(=O)N2CCOC2CNC(=O)C(=O)NCC(C)C)cc1 (stereo unspecified)	x	4%	867	-10%	x	-4%	x	x	14%	0
10	COc1ccc(Cn2nnnc2C(C(C)C)N2CCN(c3ccccc3OC)CC2)cc1 (stereo unspecified)	0.9%	-9%	741	6%	15%	4%	-1.2%	10%	-18%	-2
11	Cc1nc2c(C)cccn2c1C(=O)N/N=C/c1ccccc1[N+](=O)[O-]	x	2%	698	-4%	-3%	9%	x	0%	20%	-6
12	CCOC(=O)c1cccc(NC(=O)CC2Oc3ccccc3NC2=O)c1 (stereo unspecified)	x	u	698	-5%	x	6%	x	x	11%	-1
13	C/C(=N\Nc1ccc(C(=O)O)cc1)c1nc2ccccc2n1C	3.5%	3%	665	2%	-2%	5%	-6.7%	16%	-40%	-18
14	CCc1cccc2c(-c3csc(=NC)n3C)c[nH]c12	-0.6%	-13%	669	-1%	11%	2%	-4.0%	3%	20%	-13
15	O=C1NN(c2cccc(Br)c2)C(=O)/C1=C/c1cccs1	x	72%	706	2%	x	-3%	x	x	-6%	0
16	CCNC(=O)c1c(C)nc2ccccn12	1.0%	1%	x	-6%	-14%	-3%	-5.6%	3%	-1%	x
17	CCCn1c(=O)c2ccccc2n2c(SCc3nnc(-c4ccccc4Br)o3)nnc12	1.0%	3%	x	-4%	6%	0%	-0.6%	-3%	27%	x
18	CCCC(=O)Nc1ccc(-c2nc3cc(C)c(C)cc3o2)c(O)c1	0.0%	48%	797	-15%	-22%	12%	-6.2%	5%	7%	2
19	O=C(CNCC1CCCCC1)Nc1ccccc1N1CCCCC1	-0.8%	-1%	x	-3%	10%	6%	2.9%	1%	-11%	x
20	Cc1ccc(OC(=O)c2oc3ccc(F)cc3c2C)c(C)c1	1.8%	10%	x	1%	-6%	0%	-22%	2%	-25%	x
21	COc1cc(C2C(C#N)=C(N)N(Nc3ccccc3)C3=C2C(=O)CC(C)(C)C3)ccc1OCc1cccc(F)c1 (stereo unspecified)	-2.7%	13%	x	2%	-4%	5%	-1.3%	8%	6%	x
22	Cc1c(NC(=O)OCCSc2nc(N(C)C)nc(N(C)C)n2)sc(=S)n1C	0.7%	-28%	771	5%	-7%	3%	-6.7%	6%	-12%	5
23	CCOC(=O)c1sc(=S)n(-c2ccccc2)c1NC(C)=O	x	-6%	727	-6%	15%	14%	x	11%	12%	5
24	Cc1cc(C)cc(C(=O)NC(CC(N)=O)c2ccc(N3CCN(C)CC3)c([N+](=O)[O-])c2)c1 (stereo unspecified)	x	-1%	765	-10%	x	2%	x	x	25%	1
25	COc1ccc(CCNC(=O)C2Cc3ccccc3C(=O)O2)cc1 (stereo unspecified)	x	9%	683	1%	-6%	-1%	-2.3%	0%	-6%	0
26	COc1ccc(CCNC(=O)c2ccccc2)cc1	x	5%	864	-5%	x	-8%	x	x	-3%	6
27	COc1cc(/C=N\NC(=O)c2c(C)nc3cc(C)ccn23)ccc1O	-0.3%	8%	720	6%	4%	3%	-20%	17%	-3%	-9
28	Cc1ccccc1C(=O)Nc1cccc(NC(=O)c2cccnc2)c1	x	5%	724	-12%	x	-2%	x	x	7%	-8
29	CCCC(C(=O)NC1CCCC1)N(CCN(CC)CC)C(=O)c1snc(C(N)=O)c1N (stereo unspecified)	x	2%	801	-5%	x	3%	x	x	18%	9
30	CC(C)C12CN3CC(C(C)C)(CN(C1)C3c1ccc3c(c1)OCO3)C2=O (stereo unspecified)	x	3%	717	-2%	6%	4%	-5.8%	0%	0%	-34
31	COc1ccc(NC(=O)c2cc(S(=O)(=O)N3CCCCC3)c[nH]2)c(OC)c1	x	3%	739	-8%	x	10%	x	x	-4%	-4
32	O=C(Nn1cnc2ccccc2c1=O)c1ccc([N+](=O)[O-])cc1Cl	-0.5%	-2%	702	0%	9%	1%	-1.5%	6%	22%	28
33	CSCC(=O)Nc1cc(C)on1	x	43%	648	-5%	x	0%	x	x	-6%	7
34	CC(C)NC(=O)C(=O)Nc1cc2c3c(c1)CCC(=O)N3CCC2	x	8%	733	-10%	x	0%	x	x	10%	9
35	Cn1cnc([N+](=O)[O-])c1N=C(N)N	x	12%	760	-1%	-2%	1%	x	2%	-9%	-1
36	CCCCN(C)C(=O)c1cc2cc3ccc(OC)cc3nc2o1	x	-1%	x	-10%	x	-4%	x	x	-60%	x
37	Cc1cccc(Oc2cc(N)cc([N+](=O)[O-])c2)c1	3.3%	-4%	x	2%	-2%	3%	-4.7%	-1%	-1%	x
38	O=C(COC(=O)[C@H](Cc1ccccc1)N1C(=O)c2ccccc2C1=O)Nc1ccc2c(c1)OCO2	-0.5%	-4%	753	-3%	-3%	-2%	-4.4%	-3%	14%	3
39	CCN1C(=O)c2cccc3c(S(=O)(=O)NC(Cc4c[nH]c5ccccc45)C(=O)O)ccc1c23 (stereo unspecified)	x	10%	724	-1%	13%	6%	-8.0%	6%	9%	-4
40	NC(=O)c1c(NC(=O)c2cc3ccccc3o2)sc2c1CCC2	-1.4%	17%	x	0%	31%	-10%	0.4%	u	-86%	x
41	O=C(NCCc1c[nH]c2ccccc12)c1cc(Cl)c2c(c1)OCO2	x	10%	814	-3%	x	10%	x	x	-65%	11
42	COc1ccccc1C(CC(=O)N1CCCC1)c1ccc2c(c1)OCO2 (stereo unspecified)	-0.2%	-11%	664	-1%	15%	-7%	-5.0%	13%	4%	-12
43	Cc1sc2nc(SCC(N)=O)n(-c3ccccc3)c(=O)c2c1C	0.7%	8%	689	1%	1%	9%	2.9%	5%	3%	4
44	Cc1cc(C)nc(Nc2n[nH]c(-c3ccc(C(C)(C)C)cc3)n2)n1	-2.2%	3%	714	-5%	4%	9%	-11%	-4%	-15%	1
45	O=C(CC(=O)NCc1ccccc1)NCc1ccccc1	x	13%	755	-11%	x	6%	x	x	-38%	-8
46	CC(=O)Nc1ccc(N2C(=O)c3cccc(NC(C)=O)c3C2=O)cc1	4.9%	5%	701	5%	-1%	4%	-3.0%	8%	-9%	-3
47	O=C(NC(=S)Nc1cccc(F)c1)c1cccc([N+](=O)[O-])c1	x	-5%	850	2%	9%	-2%	x	12%	-4%	7
48	Cc1ccc2nc(C3CCN(C(=O)NCc4ccccc4)CC3)[nH]c2c1	-2.0%	2%	x	-6%	1%	2%	-2.9%	8%	-7%	x

# Grouped by structure: those above containing a halogen
item	mol	CSM14.1 death rescue	AID2073	Hep lipid drop cells 6.5 µM	LYP phosphatase	P. falciparum M17LAP	SIAH1 antagonists	XIAP displacement	P. falciparum M1AAP	NOD2 inhibition	Hep lipid drop
5	O=C(CCS(=O)(=O)c1ccc2c(c1)NC(=O)CS2)NCc1ccccc1Cl	x	3%	723	-12%	x	-1%	x	x	22%	21
15	O=C1NN(c2cccc(Br)c2)C(=O)/C1=C/c1cccs1	x	72%	706	2%	x	-3%	x	x	-6%	0
17	CCCn1c(=O)c2ccccc2n2c(SCc3nnc(-c4ccccc4Br)o3)nnc12	1.0%	3%	x	-4%	6%	0%	-0.6%	-3%	27%	x
20	Cc1ccc(OC(=O)c2oc3ccc(F)cc3c2C)c(C)c1	1.8%	10%	x	1%	-6%	0%	-22%	2%	-25%	x
21	COc1cc(C2C(C#N)=C(N)N(Nc3ccccc3)C3=C2C(=O)CC(C)(C)C3)ccc1OCc1cccc(F)c1 (stereo unspecified)	-2.7%	13%	x	2%	-4%	5%	-1.3%	8%	6%	x
32	O=C(Nn1cnc2ccccc2c1=O)c1ccc([N+](=O)[O-])cc1Cl	-0.5%	-2%	702	0%	9%	1%	-1.5%	6%	22%	28
41	O=C(NCCc1c[nH]c2ccccc12)c1cc(Cl)c2c(c1)OCO2	x	10%	814	-3%	x	10%	x	x	-65%	11
47	O=C(NC(=S)Nc1cccc(F)c1)c1cccc([N+](=O)[O-])c1	x	-5%	850	2%	9%	-2%	x	12%	-4%	7

# Bioassay records from PubChem.
